Assay outcomes from PubChem.
GLD-1 TGE inh = GLD-1-TGE RNA interaction inhibition (C. elegans). purified GLD-1 + fluorescein TGE RNA, fluorescence polarization. inhibition, % at 5.96 µM. 320,000 tested, 0.44% active;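 active = percent inhibition above a per-plate cutoff, the plate mean of test compounds plus 3 SD, cut at about 30% in these data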;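 also: 0% = DMSO wells with GLD-1 and probe and 100% = wells lacking GLD-1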
TPT1 inhibitor = blocks Candida albicans tRNA 2'-phosphotransferase; recombinant caTPT1, FP RNA substrate dephosphorylation; inhibition, % at 5 µM; 300,000 tested, 0.81% active;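 active = inhibition above the mean of all tested compounds plus 3 SD, set per screening campaign, cut at about 24% in these data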;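 also: plate controls were DMSO alone for no effect and ferristatin control at 100 nM for full effect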
GSTO1 counter = counter-screen for RBBP9 inhibitors: inhibitors of human GSTO1; P78417; recombinant GSTO1, activity-based probe fluorescence polarization; inhibition, % at 5.96 µM; 300,000 tested, 1.1% active;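 active = inhibition above the campaign mean inhibition plus 3 SD, cut at about 35% in these data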;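 also: 0% = GSTO1-1 with DMSO and 100% = wells lacking GSTO1-1 enzyme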
Target sequence (P78417 whole entry, looked up): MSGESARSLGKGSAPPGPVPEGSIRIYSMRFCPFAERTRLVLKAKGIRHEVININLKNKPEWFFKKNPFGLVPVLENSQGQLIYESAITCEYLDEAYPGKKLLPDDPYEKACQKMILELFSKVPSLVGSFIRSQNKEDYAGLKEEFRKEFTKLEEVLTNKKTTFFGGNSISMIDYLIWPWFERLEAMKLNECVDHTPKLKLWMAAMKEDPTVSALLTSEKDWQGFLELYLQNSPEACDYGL
MCL1-BIM inh = disrupts human MCL1 binding to BIM-BH3 peptide; Q07820; inhibition, % at 10.9 µM; AID 2057; GST-MCL1 / FITC-Bim-BH3 fluorescence polarization; 320,000 tested, 0.68% active;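 active = inhibition above the mean inhibition of all tested compounds plus 3 SD, set per campaign, cut at about 40% in these data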;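 also: 0% = DMSO wells and 100% = unlabeled Bim-BH3 peptide control; higher means more loss of mP so more displacement of Bim peptide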
PME-1 primary = PME-1 (human) inhibition; Q9Y570; recombinant PME-1, FP-Rh probe fluorescence polarization; inhibition, % at 5.9 µM; 320,000 tested, 0.53% active; AID 2130;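 active = inhibition above the campaign mean of all compounds plus 3 SD, cut at about 26% in these data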;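 also: competitive labeling of PME-1 active site by serine hydrolase directed probe; 0% = PME-1 with DMSO and 100% = wells lacking PME-1 enzyme; inhibitors block probe labeling so polarization falls and inhibition rises; many of its hits are not listed in these tables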
MEX-5 binding = C. elegans MEX-5 TCR-2 RNA binding activity; MEX-5/FITC-TCR2 RNA binding, fluorescence polarization; active compounds read low; activity score (negative = inhibition of binding), % at 10 µM; AID 1832; Q9XUB2; 300,000 tested, 0.38% active;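 active = inhibition past about -25% in most replicates, and total fluorescence under double the plate's negative control median, limit read from the data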;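 also: 0% = DMSO and -100% = 5 µM competing unlabeled TCR2 RNA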
PAD4 inh = PAD4 (human) enzyme inhibition | Q9UM07 | recombinant PAD4, RCA probe fluorescence polarization | inhibition, % at 6.36 µM | 330,000 tested, 0.41% active;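 active = percent inhibition above a cutoff equal to the mean of all tested compounds plus 3 SD, cut at about 15% in these data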;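 also: 0% = PAD4 with RCA probe and DMSO and 100% = probe without PAD4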
Target sequence (Q9UM07 whole entry, looked up): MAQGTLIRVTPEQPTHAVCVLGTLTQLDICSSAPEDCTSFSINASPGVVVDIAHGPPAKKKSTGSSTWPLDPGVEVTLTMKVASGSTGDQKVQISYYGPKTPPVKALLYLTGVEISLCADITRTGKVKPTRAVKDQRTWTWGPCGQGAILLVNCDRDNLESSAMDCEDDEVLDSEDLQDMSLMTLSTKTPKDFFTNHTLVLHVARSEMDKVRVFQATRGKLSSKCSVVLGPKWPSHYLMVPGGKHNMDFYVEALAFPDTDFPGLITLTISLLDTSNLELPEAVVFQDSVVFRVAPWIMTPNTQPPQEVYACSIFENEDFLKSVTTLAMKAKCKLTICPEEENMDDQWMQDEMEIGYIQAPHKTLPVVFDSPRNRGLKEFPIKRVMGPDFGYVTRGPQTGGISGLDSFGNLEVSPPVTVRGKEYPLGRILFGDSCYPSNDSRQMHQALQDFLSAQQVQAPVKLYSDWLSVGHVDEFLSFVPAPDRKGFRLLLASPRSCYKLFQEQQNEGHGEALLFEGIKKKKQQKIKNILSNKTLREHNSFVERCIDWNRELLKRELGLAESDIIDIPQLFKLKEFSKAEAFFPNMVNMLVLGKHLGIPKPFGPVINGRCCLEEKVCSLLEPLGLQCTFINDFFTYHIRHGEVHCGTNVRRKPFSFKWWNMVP
BCLXL inh = inhibitors of human Bcl-xL. Q07817. 320,000 tested, 0.7% active. inhibition, % at 10.9 µM. GST-Bcl-xL / FITC-Bim BH3 peptide fluorescence polarization;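 active = inhibition above the mean of all tested compounds plus 3 SD, cutoff set per campaign, cut at about 30% in these data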;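 also: 0% = DMSO wells and 100% = unlabeled Bim-BH3 peptide competitor; inhibitors lower millipolarization by displacing the labeled peptide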
Fam108B counter = blocks mouse Fam108B hydrolase in RBBP9 counter-screen; recombinant Fam108B, FP-Rh probe fluorescence polarization; inhibition, % at 9.51 µM; 300,000 tested, 0.33% active;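 active = inhibition above the screen mean inhibition plus 3 SD, computed separately per campaign, cut at about 18% in these data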;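 also: inhibitors lower polarization as less probe binds the enzyme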
Active calls of the source: *; / = no result given.

compound	GLD-1 TGE inh	TPT1 inhibitor	GSTO1 counter	MCL1-BIM inh	PME-1 primary	MEX-5 binding	PAD4 inh	BCLXL inh	Fam108B counter
COc1cc(/C=C(\C#N)c2ccccn2)ccc1OCc1ccccc1	2	-2	-6	6	-4	-1.5	-4	2	-4
C=CCN(C(=O)c1cc(C)cc(C)c1)C1(C(=O)Nc2ccccc2)CCN(C(C)C)CC1	12	-3	1	4	0	-2.3	-2	3	6
c1coc(-c2nnc(SCc3nc4ccccc4[nH]3)o2)c1	2	7	11	8	-1	-0.9	3	1	1
O=C(Cc1cccs1)Nc1nnc(SCc2ccc(Br)cc2)s1	-3	0	2	11	-15	-20	-11	4	-3
CCc1ccccc1NC1=CC(=O)CC(C)(C)C1	-4	-1	1	-2	-5	1.7	-3	-1	-2
CNC(=O)CC1C(=O)N(c2ccc(F)cc2)C(=S)N1NC(=O)c1ccc(Cl)cc1 (configuration not stated)	3	-3	-8	6	-7	-0.1	0	3	-1
Cc1nc2cc(C(=O)OCC(=O)Nc3ccc(C#N)cc3)ccc2n1-c1ccccc1	6	7	-10	-12	-16	1.3	-5	-2	-12
CC(CCc1ccccc1)NC(=O)c1ccccc1C(=O)O (configuration not stated)	-7	-3	1	1	2	-3.3	-1	1	-2
CNC(=O)CN(Cc1ccccc1)S(=O)(=O)c1ccccc1	6	-1	4	6	-2	0.9	3	3	0
Cc1ccc(NC2CC(=O)N(CCc3ccccc3)C2=O)cc1 (configuration not stated)	5	-2	1	-4	-5	-1.9	2	-2	1
COC(=O)C1=C(C)NC(=O)NC1c1ccc(-c2ccccc2Cl)o1 (configuration not stated)	-18	8	-18	-5	-6	-2.3	-2	0	0
C#CCNC(=O)C1=C[C@@H](c2ccc(C#C)cc2)C[C@@H](OCc2ccc(CO)cc2)O1	4	6	0	-1	-1	-1.7	-1	-6	-7
COc1ccc(/C=N\Nc2ccccc2[N+](=O)[O-])c(C(=O)O)c1OC	-3	0	5	1	10	0.2	-3	6	2
CC(C)NC(=O)C(=O)NCCC1CCCCN1S(=O)(=O)c1cccs1 (configuration not stated)	6	-2	-1	2	-2	0.2	0	3	-1
COc1cc(/C=N/n2cnnc2)ccc1OCc1ccccc1	2	0	2	6	-3	-0.7	1	1	-6
CC1CC2(CCCC2)N(C(=O)N(C)C)c2ccc(F)cc21 (configuration not stated)	-1	2	-6	1	-5	0.9	-2	6	1
CCOC(=O)c1sc(=NC(=O)c2ccc(S(=O)(=O)N3CC(C)OC(C)C3)cc2)n(C)c1C (configuration not stated)	0	-2	0	0	7	-0.3	0	-3	-7
CC1(C)CC(=O)C=C(c2cccc3c2Oc2ccccc2S3)C1	1	/	/	-5	-5	/	-4	1	/
O=C(N/N=C/C(Br)=C/c1ccccc1)c1ccccc1[N+](=O)[O-]	5	0	6	6	-4	1.6	-2	5	-2
CCOC(=O)N1CCN(CC(=O)Nc2ccc(F)cc2F)CC1	-1	-2	43*	1	6	-0.4	-1	3	0
CCN(CC)CCOC(=O)C1(c2ccc(OC)c(OC)c2)CCCC1	-5	3	-4	-10	0	-0.5	-7	-4	0
CC(=O)N1[C@@H]2CC3C4CC=C5C[C@@H](O)CC[C@]5(C)C4CC[C@]3(C)[C@@]21C(C)=O (some centres not stated)	-4	0	-3	0	-13	-0.8	-5	-2	0
Cc1ccc(C(=O)CC2(O)C(=O)N(Cc3ccccc3Cl)c3ccccc32)o1 (configuration not stated)	2	-2	6	6	4	1.8	-1	8	5
Cc1ccc(CNC(=O)c2nccnc2C(=O)O)cc1	1	0	2	-1	-4	-2.6	-3	-2	1
Brc1ccc(CN2C3=NCCCN3c3ccccc32)cc1	-3	0	2	5	0	2.4	-2	-2	3
COc1ccc2c(c1)O[C@H](c1ccc3c(c1)OCO3)[C@@H](OC(=O)N[C@H]1CCCc3ccccc31)C2=O	3	2	-21	-10	5	/	-5	-4	-6
CCCCc1ccc(NC(=O)C(=O)NCCN2CCN(C(=O)c3ccc([N+](=O)[O-])cc3)CC2)cc1	2	-2	-4	8	-3	2.1	4	8	2
OCCNCc1cccc(OCc2ccc(Cl)cc2)c1	1	-6	4	11	-3	0.2	1	11	-1
Cc1ccc2cc(C#N)c(N3CCCN(C(=O)C4CCCO4)CC3)nc2c1C (configuration not stated)	12	9	9	14	-13	-18	-7	18	6
COC(=O)CCCC1=CC2=CC(=O)C(C)(OC(=O)c3cccs3)C(=O)C2=CN1CCN1CCOCC1 (configuration not stated)	12	-3	13	20	-1	-0.9	-6	14	-1

Three compounds from above, reduced to MCL1-BIM inh and GSTO1 counter.
canonical_smiles | MCL1-BIM inh | GSTO1 counter
COc1ccc2c(c1)O[C@H](c1ccc3c(c1)OCO3)[C@@H](OC(=O)N[C@H]1CCCc3ccccc31)C2=O | -10 | -21
CC1CC2(CCCC2)N(C(=O)N(C)C)c2ccc(F)cc21 (configuration not stated) | 1 | -6
Cc1ccc2cc(C#N)c(N3CCCN(C(=O)C4CCCO4)CC3)nc2c1C (configuration not stated) | 14 | 9

Further structures:
| Structure | GLD-1 TGE inh | TPT1 inhibitor | GSTO1 counter | MCL1-BIM inh | PME-1 primary | MEX-5 binding | PAD4 inh | BCLXL inh | Fam108B counter |
| --- | --- | --- | --- | --- | --- | --- | --- | --- | --- |
| Cc1c(C(=O)NN)nn(-c2ccc(Cl)cc2)c(=O)c1C#N | 4 | 0 | 10 | 5 | 10 | / | -2 | 6 | 3 |
| O=C(NCCc1cn2ccccc2n1)c1ccc(Br)o1 | 5 | -2 | 1 | 8 | 1 | -1.3 | 1 | 10 | -1 |
| CSc1cccc(NC(=O)C2(S(=O)(=O)c3ccc(C)cc3)CC2)c1 | 0 | -1 | 3 | 6 | 1 | 0.1 | 2 | 3 | -1 |
| O=C(Cn1cncn1)N/N=C/c1cccc2ccccc12 | 2 | -2 | -3 | 11 | -2 | -2.1 | 0 | 3 | 2 |
| NC(=O)c1c(NC(=O)CSc2nc3c(c(C(F)(F)F)n2)CCc2ccccc2-3)sc2c1CCCC2 | 1 | -1 | 5 | 3 | 2 | 0.3 | -1 | 5 | 2 |
| CC(OC(=O)c1cccnc1SCc1cc(=O)n2ccccc2n1)c1ccccn1 (configuration not stated) | 0 | -1 | 15 | 10 | 3 | -1.1 | -2 | 6 | 2 |
| O=C(CSc1nc2c(c(=O)n1-c1ccc(F)cc1)SCC2)NCC1CCCO1 (configuration not stated) | 2 | 2 | 3 | 5 | 2 | 0.4 | 2 | -1 | 1 |
| COC(=O)C(NC(=O)c1ccc(OC)cc1)(Nc1ncc(S(=O)(=O)c2ccc([N+](=O)[O-])cc2)s1)C(F)(F)F (configuration not stated) | 1 | 1 | 10 | 1 | 12 | 0.0 | -5 | -3 | 2 |
| COc1ccc(-n2nc([N+](=O)[O-])c(=NCCc3ccccc3)n2O)cc1 | 2 | 0 | -1 | 5 | 3 | 0.4 | 0 | 4 | -6 |
| CCOCCCNC(=O)C(NC(=O)c1ccccn1)c1ccc(C)cc1 (configuration not stated) | -4 | 1 | -2 | -4 | 2 | -2.4 | -5 | 3 | 2 |
| Cc1ccc(C=Nc2cc([N+](=O)[O-])ccc2C)s1 | -1 | 2 | -2 | 5 | 1 | 3.1 | -1 | 6 | 1 |
| COc1ccccc1N(CC(=O)NC1CCCCC1)S(C)(=O)=O | 7 | 3 | -6 | -5 | -9 | 1.5 | -7 | 2 | -7 |
| CC1=Nc2cc(C(=O)N3CCCC3)ccc2Sc2ccc(C)cc21 | -4 | 5 | 0 | 1 | 1 | -1.6 | 1 | 0 | -2 |
| O=C(NCC1CCCO1)c1c(O)c2cccc3c2n(c1=O)CC3 (configuration not stated) | 7 | 1 | 4 | 0 | -3 | -1.1 | -1 | 3 | 2 |
| CCn1c(Sc2nc(C)nc3scc(-c4cccs4)c23)n[nH]c1=O | -3 | -8 | -17 | 5 | -3 | -1.6 | -10 | 0 | 1 |
| COC(=O)[C@@]1(Cc2ccc(OC)cc2)[C@@H]2[C@@H](CC(=O)[C@H]2CC(=O)C(=O)N(C)C)CN1C(=O)c1ccccc1 | 8 | 0 | 1 | -5 | 0 | 3.9 | -6 | 3 | -2 |
| NC1(C#Cc2ccc3oc(=O)c(-n4cc(-c5ccsc5)nn4)cc3c2)CCCCC1 | -2 | / | / | -2 | -3 | / | 2 | -1 | / |
| C=Cn1cc[n+](CC(=O)c2ccc(Cl)cc2)c1 | -8 | -3 | -1 | -1 | -10 | 1.0 | -1 | 2 | 3 |
| O=C(Nc1ccc(F)cc1)c1ccccc1NS(=O)(=O)N1CCCC1 | 4 | 0 | 2 | 0 | 0 | 0.8 | -4 | 6 | -1 |
| CC1(C(=O)NNC(=S)NCc2ccco2)CC1(Cl)Cl (configuration not stated) | 11 | -1 | 2 | 6 | -2 | 2.5 | 6 | 4 | 11 |

Profiles as entered above:
`COc1ccccc1N(CC(=O)NC1CCCCC1)S(C)(=O)=O` is listed as GLD-1 TGE inh: 7; TPT1 inhibitor: 3; GSTO1 counter: -6; MCL1-BIM inh: -5; PME-1 primary: -9; MEX-5 binding: 1.5; PAD4 inh: -7; BCLXL inh: 2; Fam108B counter: -7
`Cc1ccc(C=Nc2cc([N+](=O)[O-])ccc2C)s1` is listed as GLD-1 TGE inh: -1; TPT1 inhibitor: 2; GSTO1 counter: -2; MCL1-BIM inh: 5; PME-1 primary: 1; MEX-5 binding: 3.1; PAD4 inh: -1; BCLXL inh: 6; Fam108B counter: 1
`C=Cn1cc[n+](CC(=O)c2ccc(Cl)cc2)c1` is listed as GLD-1 TGE inh: -8; TPT1 inhibitor: -3; GSTO1 counter: -1; MCL1-BIM inh: -1; PME-1 primary: -10; MEX-5 binding: 1.0; PAD4 inh: -1; BCLXL inh: 2; Fam108B counter: 3

Carrying on.
| Structure | GLD-1 TGE inh | TPT1 inhibitor | GSTO1 counter | MCL1-BIM inh | PME-1 primary | MEX-5 binding | PAD4 inh | BCLXL inh | Fam108B counter |
| --- | --- | --- | --- | --- | --- | --- | --- | --- | --- |
| CC(CNC(=O)CCC(=O)N1CCOc2ccc(Cl)cc21)c1ccccc1 (configuration not stated) | 0 | 2 | -1 | 4 | 5 | -0.8 | 1 | 2 | -3 |
| O=C(Nc1cccc(S(=O)(=O)N2CCOCC2)c1)c1ccc2c(=O)n3c(nc2c1)CCCCC3 | -2 | -1 | 7 | -3 | 0 | 1.4 | 2 | 1 | 0 |
| COc1ccc(-c2cn3ccccc3n2)cc1[N+](=O)[O-] | 1 | -2 | -3 | 13 | -5 | -1.8 | 0 | 4 | 0 |
| CCOC(=O)N1CCC(NC(=O)c2cc3ccccn3n2)CC1 | 8 | -3 | 4 | -4 | 0 | 3.6 | 3 | -3 | 1 |
| COc1cc(-c2nc3n(c(=O)c2C#N)CCS3)cc(OC)c1OC | 7 | -1 | -1 | 10 | -4 | -1.1 | -2 | 6 | 0 |
| CCO[C@H]1OC(C(=O)N2CCN(Cc3ccccc3)CC2)=C[C@@H](C2CCCCC2)[C@@H]1CCCO | -6 | -3 | 3 | 3 | 5 | 0.9 | -4 | 7 | -3 |
| CCOC(=O)c1cc(-c2ccccc2)nc2ccc(C)cc12 | 2 | 2 | -2 | 1 | -11 | -0.8 | -5 | 6 | -8 |
| Oc1ccc(Nc2nc(Cl)nc(NCc3ccco3)n2)cc1 | -1 | -3 | 3 | -1 | -3 | -0.7 | -3 | 4 | -1 |
| Cc1ccc(C(=O)C2(C)C3c4cc(Br)ccc4OC(=O)C32C(=O)c2ccco2)cc1 (configuration not stated) | 1 | 0 | -11 | 5 | 1 | -1.9 | -2 | 8 | -2 |

Not all compounds are listed (hit frequency here may not be typical).
